# Bioassay records from PubChem.
# TRb-SRC2 inh – TRbeta-SRC2 interaction inhibition. TRbeta-SRC2 peptide binding, fluorescence polarization; receptor liganded with 1 µM T3. Potency, µM (titrated, usually from 106 µM), for the others: at the highest dose activity change, negative = inhibition, hits mostly inhibitors. 0.065% of 280,000 active;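 note: plate controls were bound peptide for no effect and peptide without receptor for full effect; nearly all actives have a fitted effect of over 50% in size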
#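 Human TRb LBD (0.6 uM) plus Texas Red-labeled SRC2 peptide (20 nM), 1uM T3, 5% DMSO, 5 hr at ambient temperature. Decreased polarization (555/632 nm) flags inhibition; data normalized to free and bound peptide controls.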
# Tau fibril ThT – tau fibrillization inhibition (ThT binding); recombinant tau K18 P301L, heparin-induced fibrillization, ThT fluorescence; AID 1460; P10636; 2.1% of 270,000 active; Potency, µM (doses to about 57.4 µM), for inactives: top-dose activity, negative = inhibition, actives largely listed as inhibitors; note: nearly all actives have a fitted effect of over 55% in size
#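 Using a mix of unlabeled (15 uM) and Alexa 594-labeled (0.24 uM) tau K18 P301L, heparin-triggered fibrillization over 6 hr at 37 C was scored by ThT fluorescence.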
# RECQ1 inh – RECQ1 (human) helicase inhibition. P46063. RECQ1 DNA unwinding, red fluorescence kinetic read. Potency, µM (doses to about 57.3 µM), for the others: at the top dose activity, negative = inhibition, usual class: inhibitors. 0.54% of 240,000 active. AID 2549;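 note: plate controls were vehicle for no effect and no enzyme for full effect; nearly all actives have a fitted effect of over 30% in size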
# Target sequence (P46063 whole entry, looked up): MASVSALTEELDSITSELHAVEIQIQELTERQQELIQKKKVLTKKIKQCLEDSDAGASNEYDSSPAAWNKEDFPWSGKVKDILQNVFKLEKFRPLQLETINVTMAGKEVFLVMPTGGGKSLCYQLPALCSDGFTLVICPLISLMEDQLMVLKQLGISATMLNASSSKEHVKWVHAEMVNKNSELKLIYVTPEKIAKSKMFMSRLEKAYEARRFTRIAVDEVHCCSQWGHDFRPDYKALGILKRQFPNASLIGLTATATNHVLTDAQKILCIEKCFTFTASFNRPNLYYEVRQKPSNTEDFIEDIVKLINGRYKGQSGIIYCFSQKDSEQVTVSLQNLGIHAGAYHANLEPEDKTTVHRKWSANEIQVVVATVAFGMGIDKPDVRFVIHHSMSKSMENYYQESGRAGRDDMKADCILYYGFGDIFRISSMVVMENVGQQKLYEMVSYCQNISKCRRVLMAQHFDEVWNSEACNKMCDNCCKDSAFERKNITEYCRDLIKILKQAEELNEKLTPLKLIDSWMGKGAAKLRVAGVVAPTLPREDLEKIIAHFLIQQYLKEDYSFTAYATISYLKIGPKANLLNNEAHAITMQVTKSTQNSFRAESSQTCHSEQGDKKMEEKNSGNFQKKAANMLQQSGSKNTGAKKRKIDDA
#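 RECQ1T1 50 nM; forked duplex (20 bp + 30-nt ss tails) 200 nM, ATP 2 mM final; pH 8.0, 2 mM MgCl2, 2.5 ug/ml poly(dI-dC); 15 min compound preincubation; discontinuous kinetic read over 2 h at RT.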
# KDM4E inh – inhibitors of human JMJD2E histone demethylase. AID 2147. JMJD2E catalytic domain, FDH-coupled NADH fluorescence (FDH is formaldehyde dehydrogenase). 1.6% of 230,000 active. Potency, µM (top dose mostly 57.1 µM), inactives show at the top dose activity change, negative = inhibition, most hits filed as inhibitors. B2RXH2; active = well fitted inhibition curve with a large enough effect, not every such curve was filed as active; inconclusive = small, poorly fitted or top-dose-only effect, or another doubt; inactive = no such curve, though single readings can be large or run the other way;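 note: 0% = wells with enzyme and -100% = buffer wells without enzyme; nearly all actives have a fitted effect of over 50% in size; many of its hits are not listed in these tables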
# Tau fibril FP – tau fibrillization inhibition (FP). K18 P301L tau heparin fibrillization, Alexa594 FP, 6 h. Potency, µM (highest dose often 57.7 µM), for inactives: at the highest dose activity, negative = inhibition, usual class: inhibitors. 0.39% of 280,000 active. AID 1468; note: nearly all actives have a fitted effect of over 55% in size
#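 K18 P301L tau (15 uM unlabeled/0.24 uM Alexa 594-labeled, final) + compound + heparin 20 uM final; 100 mM NaOAc pH 7; 6 hr 37 C; ThT 30 uM final added, 1 hr RT; FP ex 555/em 632 nm.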
# GoLoco inh red – RGS12 GoLoco-Gai1 interaction inhibition | Gai1:RGS12 GoLoco peptide FP, rhodamine, 10 min | Potency, µM (doses to about 61.6 µM), without a hit: at the top dose activity, negative = inhibition, most hits filed as inhibitors | P63096 | 0.44% of 230,000 active; active = well fitted inhibition curve with a large enough effect, not every such curve was filed as active; inactive = no such curve, though single readings can be large or run the other way; note: nearly all actives have a fitted effect of over 30% in size; many of its hits are not listed in these tables
# Target sequence (P63096 whole entry, looked up): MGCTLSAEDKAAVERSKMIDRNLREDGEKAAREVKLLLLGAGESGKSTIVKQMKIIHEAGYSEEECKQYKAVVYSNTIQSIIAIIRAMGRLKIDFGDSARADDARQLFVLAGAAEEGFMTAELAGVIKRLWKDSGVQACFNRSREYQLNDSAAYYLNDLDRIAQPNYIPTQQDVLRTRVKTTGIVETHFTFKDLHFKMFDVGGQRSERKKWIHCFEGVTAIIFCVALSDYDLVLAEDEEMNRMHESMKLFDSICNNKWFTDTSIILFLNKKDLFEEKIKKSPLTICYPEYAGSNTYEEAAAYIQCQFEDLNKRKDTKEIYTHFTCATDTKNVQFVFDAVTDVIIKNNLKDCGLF
# TexasRed fluor – alters Texas Red total fluorescence, flagging assay interference | 0.29% of 280,000 active | TRb/SRC2 Texas Red total fluorescence interference | Potency, µM (series often up to 106 µM), without a hit: at the top dose fluorescence change, negative = quenching; active = well fitted curve in either direction with a large enough effect; inconclusive = small, poorly fitted or top-dose-only effect
#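 Human TRb ligand-binding domain at 0.6 uM with 20 nM Texas Red SRC2 peptide in Tris buffer containing 1 uM T3 and 5% DMSO, incubated with compound 5 h at ambient temperature. Total fluorescence (555/632 nm) calculated as parallel + 2 × perpendicular.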
# L3MBTL1 block – L3MBTL1 (human) inhibition; AlphaScreen L3MBTL1–H3K9me1 peptide binding; 0.66% of 230,000 active; Potency, µM (top dose mostly 57.1 µM), inactives show at the top dose activity, negative = inhibition, most hits filed as inhibitors; Q9Y468; note: nearly all actives have a fitted effect of over 60% in size
#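 Displacement of a biotinylated histone H3(1-15) peptide monomethylated at Lys9 (75 nM) from L3MBTL1 (50 nM) was measured by AlphaScreen after a 30 min room-temperature compound incubation; cefsulodin titration served as intraplate control.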
# Active calls of the source: *; i = inactive; ? = inconclusive; / = not tested or not shown; & = joins results of further samples; [ ] = another dose, or the depositor's remark. Unless noted, calls come from the whole dose curve; as a rule, active = well fitted curve in the direction sought with a large enough effect; inconclusive = small, poorly fitted or top-dose-only effect, or another doubt; inactive = no such curve, though single readings can be large; an effect the other way counts as inactive or inconclusive. Unless noted, % is set by controls: 0 for no effect and ±100 for the full control effect; potency is the fitted concentration of half-maximal effect.
SMILES,TRb-SRC2 inh,Tau fibril ThT,RECQ1 inh,KDM4E inh,Tau fibril FP,GoLoco inh red,TexasRed fluor,L3MBTL1 block
COc1ccc(CC(=O)Nc2ccc(-c3noc(-c4cc(OC)c(OC)c(OC)c4)n3)cc2)cc1,-2%,0%,-1%,?,-12%,-4%,-3%,7%
COCCn1nnnc1C(C(C)C)N1CCN(C(=O)c2ccco2)CC1 (stereo unspecified),-13%,-8%,i,6%,-2%,7%,-6%,/
O=C(O)CC1=C(Nc2ccccc2)C(=O)N(c2ccccc2)C1c1ccc(Cl)cc1 (stereo unspecified),-1%,-10%,i,4%,2%,-4%,-1%,-9%
O=C(NNC(=O)C1CC1)c1ccc(-c2ccccc2)cc1,0%,-7%,i,-5%,1%,1%,2%,/
CCc1ccc(C2=NN(CCC(=O)NC(C)c3ccc4c(c3)OCCO4)C(=O)CC2)cc1 (stereo unspecified),1%,-17%,i,3%,5%,-6%,-1%,/
CCCNC(=O)c1ccc2c(c1)sc1nc(-c3ccc(C)cc3)cn12,-1%,2%,/,/,2%,/,2%,/
O=C(COC(=O)/C=C/c1cccc(Cl)c1)NCCC1=CCCCC1,4%,-10%,i,-4%,-1%,14%,0%,11%
O=C1C(NS(=O)(=O)c2cccs2)=C(N2CCOCC2)C(=O)c2ccccc21,-3%,16µM*,-4%,-28%,?,-2%,-3%,-15%
Cc1ccnc2nc(C(=O)OCCOc3ccccc3)nn12,2%,-12%,i,-6%,-10%,8%,-5%,1%
Cn1c(=O)n(CCC(=O)O)c2ccccc21,-17%,1%,-12%,0%,6%,5%,0%,3%
O=Cc1ccc(-n2nncc2-c2ccc([N+](=O)[O-])cc2)cc1,-2%,-6%,i,-1%,15%,5%,-4%,15%
Cc1ccc(NC(=O)/C=C/c2ccc(Cl)cc2)nc1,2%,-2%,i,?,5%,-9%,0%,-3%
O=C(Nc1cc(Cl)cc(Cl)c1)c1cccc(OC(F)F)c1,-14%,?,-6%,-6%,20µM*,8%,1%,/
CCNC(=O)NC(=O)C(C)OC(=O)C1CCN(S(=O)(=O)c2ccccc2C(=O)OC)CC1 (stereo unspecified),-7%,3%,-5%,-2%,-5%,0%,0%,-6%
Cc1sc2ncn(CC(=O)Nc3ccc(F)cc3F)c(=O)c2c1S(=O)(=O)N1CCC(C)CC1,3%,4%,/,/,-2%,/,-3%,/
O=C(CN(Cc1ccccc1Cl)C(=O)c1ccc(CN2CCOCC2)o1)NCc1ccccc1,4%,-1%,-6%,-4%,6%,3%,-1%,7%
Cc1cccc(C(=O)N2c3ccccc3C(=O)OC2c2ccc3c(c2)OCO3)c1 (stereo unspecified),-19%,-5%,-7%,?,0%,5%,0%,4%
CC(C1CC1)N(C(=O)c1ccccc1[N+](=O)[O-])c1ccccc1 (stereo unspecified),-3%,4%,-3%,13%,-6%,4%,-2%,-2%
N#CC1=C(N)NC(SCC(=O)Nc2ccccc2)=C(C#N)C12CCCC2,-10%,?,-11%,-13%,4%,4%,-4%,-3%
Cc1ccc2nc(NCc3ccccc3)[nH]c2c1,-6%,-12%,i,4%,-5%,9%,-3%,5%
COC(=O)c1ccccc1NC(=O)c1c(C)oc2ncn(C)c(=O)c12,1%,-1%,/,/,0%,/,-2%,/
CCc1ccccc1NC(=O)COc1ccc2c(=O)c(Oc3cc(C)ccc3C)coc2c1,1%,3%,2%,12%,8%,12%,?,-11%
O=C(Nc1cccc2c1N(C(=O)c1ccco1)CCC2)c1ccco1,-7%,0%,24%,-5%,0%,6%,-2%,/
COc1cc(/C=C(\C#N)c2nc3ccccc3[nH]2)cc(Br)c1OCc1ccc(F)cc1,-14%,?,13%,?,?,20%,1%,-6%
Cc1nc(CC(=O)c2ccc(O)cc2O)cs1,-2%,-11%,-13%,-2%,-3%,11%,-1%,/
Cc1ccccc1CN1CCc2c(OCC(=O)N3CCCCC3)cccc2C1=O,-7%,-8%,4%,16%,1%,8%,-1%,-5%
O=S(=O)(Nc1ccc(-c2nc3cccnc3s2)cc1)c1ccc(Cl)s1,-13%,?,-10%,?,-10%,8%,-6%,13%
NC(=O)C1(N2CCCCC2)CCN(C(=O)CCCn2c(=O)[nH]c3ccsc3c2=O)CC1,3%,4%,-4%,11%,-7%,8%,-4%,4%
CC(=O)c1cccc(NC(=S)NC(=O)c2ccccc2C)c1,-1%,?,-7%,5%,8%,11%,2%,-4%
C=CCN(c1ccccc1C(=O)NCC(=O)O)S(=O)(=O)c1ccccc1C,-7%,-1%,7%,-3%,6%,12%,1%,6%
Cc1cccc(C(=O)Nc2nc3nc(-c4ccccc4)cc(=O)n3[nH]2)c1,3%,-11%,/,/,0%,/,-3%,/
COc1ccc2c(C(=O)CN(C)C3CCCCC3)c[nH]c2c1,2%,?,2%,1%,9%,36%[activator],-3%,?
CN(C)S(=O)(=O)Oc1ccc(C(=O)Nc2ccc([N+](=O)[O-])cc2)cc1,4%,-13%,-9%,0%,-4%,6%,0%,19%
COc1cc(C2C(C(=O)Nc3ccc(C)cc3C)=C(C)Nc3nc4ccccc4n32)cc(OC)c1OC (stereo unspecified),-11%,-13%,/,/,?,/,3%,/
COCCNC(=O)CN(C(=O)c1ccc(N2CCCC2)nc1)c1ccccc1,7%,-1%,-9%,-5%,0%,2%,-2%,-3%
CCCCC(CC)COC(=O)C(C#N)=C(c1ccccc1)c1ccccc1 (stereo unspecified),0%&-1%,-13%,5%,/,-3%,5%&-25%,-1%&-2%,13%
CCOC(=O)c1cnc2cc(C)nn2c1C,-12%,-10%,-5%,-5%,-9%,1%,-4%,/
CCCC(=O)c1ccc(N2CCCC2)c(F)c1,-13%,?,0%,-29%,8%,0%,-4%,7%
O=C(c1ccc(-n2c(SCc3cc(F)ccc3F)nc3ccccc3c2=O)cc1)N1CCOCC1,3%,1%,-3%,5%,-7%,0%,-2%,-2%
CCOc1ccccc1C1CC(=O)Nc2cc3c(cc21)OCO3 (stereo unspecified),5%,-15%,3%,5%,8%,3%,-2%,-3%
Cc1onc(-c2c(Cl)cccc2Cl)c1NC(=O)NNc1ccccn1,3%,-9%,i,5%,-3%,1%,-2%,-2%
CCN1CCN(P2(=O)C=C(c3ccccc3)OC(c3ccccc3)=C2)CC1,-17%,5%,i,9%,5%,11%,-1%,/
COc1ccc(OC)c(NC(=O)CSc2cn(CC(=O)N3CCOCC3)c3ccccc23)c1,0%,-6%,/,/,1%,/,1%,/
O=C1NC(=O)C(CC(=O)N(Cc2ccco2)C2(C(=O)NC3CCCCC3)CCCCC2)N1 (stereo unspecified),-16%,-2%,0%,-10%,8%,7%,-2%,3%
NC(=O)CC(NC(=O)c1ccc(Br)cc1)c1ccc(NCCc2ccc(F)cc2)c([N+](=O)[O-])c1 (stereo unspecified),1%,?,7%,-1%,-15%,2%,-4%,/
Cc1nn(CCC#N)c(NC(=O)c2ccc(Cl)cc2)c1P(=O)(Nc1ccc([N+](=O)[O-])cc1)N1CCOCC1 (stereo unspecified),-18%,-12%,-9%,-3%,6%,4%,-1%,/
CN(C)C(=O)c1ccc2c(c1)C1C3CCC(C3)C1C(c1ccccc1)N2 (stereo unspecified),3%,-9%,-2%,-3%,-2%,2%,0%,-5%
O=C(CN(c1cccc(C(F)(F)F)c1)S(=O)(=O)c1ccc(Cl)c([N+](=O)[O-])c1)NCc1ccc(F)cc1,4%[53 µM],-17%,-1%,-3%,8%,4%,-2%[53 µM],-14%

# The list goes on; it opens with the 5 that closed the last part.
SMILES,TRb-SRC2 inh,Tau fibril ThT,RECQ1 inh,KDM4E inh,Tau fibril FP,GoLoco inh red,TexasRed fluor,L3MBTL1 block
O=C1NC(=O)C(CC(=O)N(Cc2ccco2)C2(C(=O)NC3CCCCC3)CCCCC2)N1 (stereo unspecified),-16%,-2%,0%,-10%,8%,7%,-2%,3%
NC(=O)CC(NC(=O)c1ccc(Br)cc1)c1ccc(NCCc2ccc(F)cc2)c([N+](=O)[O-])c1 (stereo unspecified),1%,?,7%,-1%,-15%,2%,-4%,/
Cc1nn(CCC#N)c(NC(=O)c2ccc(Cl)cc2)c1P(=O)(Nc1ccc([N+](=O)[O-])cc1)N1CCOCC1 (stereo unspecified),-18%,-12%,-9%,-3%,6%,4%,-1%,/
CN(C)C(=O)c1ccc2c(c1)C1C3CCC(C3)C1C(c1ccccc1)N2 (stereo unspecified),3%,-9%,-2%,-3%,-2%,2%,0%,-5%
O=C(CN(c1cccc(C(F)(F)F)c1)S(=O)(=O)c1ccc(Cl)c([N+](=O)[O-])c1)NCc1ccc(F)cc1,4%[53 µM],-17%,-1%,-3%,8%,4%,-2%[53 µM],-14%
Cc1cc2ncn(C(=O)c3c(-c4ccccc4Cl)noc3C)c2cc1C,2%,-14%,-11%,1%,-12%,1%,-3%,-7%
CC(=O)N1CN(Cc2ccccn2)Cc2c1sc1c2CCCC1,-9%,?,17%,-24%,-7%,11%,4%,/
CCc1ccc(OCC(=O)c2c(O)c3ccccc3oc2=O)cc1,8%,-4%,?,?,0%,-4%,-3%,8%
O=[N+]([O-])c1ccccc1OCc1nc(-c2cccs2)no1,1%,-13%,-2%,-9%,-1%,9%,-2%,20%
Cc1ccc(S(=O)(=O)N(CCC#N)C2CCCCC2)c2nsnc12,4%,?,-18%,-5%,3%,0%,-5%,-3%
CNC(=S)N1CCN(C(=O)c2ccco2)CC1,2%,2%,1%,-6%,4%,-3%,2%,-7%
CN=C1c2c(-c3ccccc3)c3cc(OC)ccc3n2CCN1C,-1%,-17%,-2%,?,8%,1%,2%,/
COc1cccc(NC(=O)c2ccc(Cn3cc([N+](=O)[O-])cn3)o2)c1,3%,0%,i,14%,-3%,10%,2%,-4%
O=C(NCc1ccco1)C(=O)NCC1OCCCN1S(=O)(=O)c1ccccc1 (stereo unspecified),10%,-15%,i,-4%,-6%,3%,-8%,-5%
Cc1ccc(C)c(N2CCN(C(=O)Nc3cn(CC(C)C)c(=O)c4ccccc34)CC2)c1,-10%,?,/,/,3%,/,-3%,/
Fc1ccc(-c2nc3ccccn3c2NCc2ccc3c(c2)OCO3)cc1,3%,?,i,?,12%,12%,-3%,-15%
C/C(Cl)=C\Cn1c(O)c(N=O)c2ccccc21,-1%,-15%,12%,-9%,-4%,-10%,-1%,-13%

# An excerpt. The share of hits here may be higher or lower than overall.
